STK33 inh – human STK33 kinase inhibition; Q9BYT3; purified STK33, MBP phosphorylation, ADP-Glo luminescence; inhibition, % at 10 µM; 0.073% of 320,000 active;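 active = inhibition at or above 25%, using the most active replicate where run in duplicate; inactive = inhibition below 25%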
Target sequence (Q9BYT3 whole entry, looked up): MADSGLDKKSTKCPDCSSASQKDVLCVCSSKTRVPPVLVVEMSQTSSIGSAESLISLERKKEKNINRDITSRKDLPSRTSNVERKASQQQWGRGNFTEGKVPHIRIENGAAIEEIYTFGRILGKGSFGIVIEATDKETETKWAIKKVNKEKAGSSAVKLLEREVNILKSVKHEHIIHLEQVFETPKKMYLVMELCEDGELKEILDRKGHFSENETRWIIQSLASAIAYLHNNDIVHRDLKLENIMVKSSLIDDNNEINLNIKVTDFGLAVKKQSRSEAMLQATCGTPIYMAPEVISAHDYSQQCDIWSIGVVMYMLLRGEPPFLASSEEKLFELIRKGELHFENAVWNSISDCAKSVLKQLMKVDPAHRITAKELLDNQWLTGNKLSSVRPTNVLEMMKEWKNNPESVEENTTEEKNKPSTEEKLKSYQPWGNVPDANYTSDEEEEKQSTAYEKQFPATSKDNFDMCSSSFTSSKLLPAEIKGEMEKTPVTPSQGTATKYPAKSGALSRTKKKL
OX1R FRET antag – OX1R (human) antagonism. OX1R-expressing cells, FRET antagonist read-out. inhibition, % at 6.6 µM. 1.8% of 330,000 active; in the data active = inhibition mostly above about 38%, no sharp cut-off; inactive = mostly below about 40%;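 note: 0% = agonist challenge alone and 100% = reference antagonist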
Target sequence (O43613 whole entry, looked up): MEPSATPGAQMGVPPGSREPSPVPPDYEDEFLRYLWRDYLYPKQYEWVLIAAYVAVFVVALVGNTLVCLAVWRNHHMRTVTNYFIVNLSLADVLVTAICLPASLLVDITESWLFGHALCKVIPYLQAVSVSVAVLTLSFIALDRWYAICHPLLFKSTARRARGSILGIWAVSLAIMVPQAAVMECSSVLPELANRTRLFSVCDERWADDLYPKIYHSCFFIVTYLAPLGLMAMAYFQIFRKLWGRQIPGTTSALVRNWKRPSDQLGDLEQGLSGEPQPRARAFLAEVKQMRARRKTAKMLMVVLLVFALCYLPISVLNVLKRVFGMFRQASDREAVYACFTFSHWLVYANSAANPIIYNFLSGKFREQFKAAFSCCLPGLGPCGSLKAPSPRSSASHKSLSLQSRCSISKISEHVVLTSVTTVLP
KCNQ2 inh – KCNQ2 channel blockers in CHO-K1 cells – cell-based, FluxOR thallium flux, B-score, primary screen (AID 2156); O88943; 20 min; hits give low values; B-score at 10 µM; 1.1% of 310,000 active;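 active = fluorescence ratio B-score at most minus 3 library SDs, with starting brightness B-score within 2 library SDs, cut at about -5.5 in these data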
Numbers without * were called inactive; i = inactive; x = not tested or not shown. An unsorted share of the library, and some 2.7% of all compounds hit somewhere here.

compound,KCNQ2 inh,OX1R FRET antag,STK33 inh
Cc1oc(-c2ccccc2)nc1Cn1cccc1C1=NC(c2ccccc2)CO1 (stereo not given),-5.96*,23.6,-0.1
COc1ccc(N2CCN(S(=O)(=O)/C=C/c3ccccc3)CC2)cc1,i,9.5,-1.2
CCN(CC)C(=O)N1CCC(NC(=O)c2ccccc2)CC1,i,21.6,1.4
Cc1cc(C)cc(N(CC(=O)NCc2ccco2)S(=O)(=O)c2c(C)noc2C)c1,i,26.0,0.9
O=C(COc1ccc2ccccc2c1)N/N=C/C1CC=CCC1 (stereo not given),i,7.3,-1.6
CC12CC(c3ccccc3O1)C(/C(N)=N/NC(=O)c1ccc(F)cc1)C(=O)N2 (stereo not given),i,8.3,-0.1
CN(C(=O)COC(=O)c1nc(Cl)ccc1Cl)C1CCS(=O)(=O)C1 (stereo not given),i,4.3,-1.3
NS(=O)(=O)c1ccc(CNC(=O)Cc2ccsc2)cc1,i,-0.6,-0.7
COc1ccc(Br)cc1C(=O)Nc1cccc(C)c1C,i,6.7,-3.6
Cc1ccc(CN2CCN(Cc3ccc(-n4cccn4)cc3)CC2CCO)cc1 (stereo not given),i,18.8,-0.9
CC1CCN(S(=O)(=O)c2ccc3c(c2)N(CC(=O)NCCCN(Cc2ccccc2)C(C)C)C(=O)CO3)CC1,i,15.9,0.0
CC(=O)Nc1ccc2c(c1)ncn2C1CCCCC1,i,8.5,2.7
CC(C)(C)c1ccc(/C=N/Nc2cccc(C(=O)O)c2)cc1,i,12.3,-1.4
CCC(=O)Nc1cccc(C(=O)Nc2nccs2)c1,i,33.2,2.0
O=[N+]([O-])C(=C1Nc2ccccc2N1)/C(Cl)=C(/Cl)Br,i,20.4,-0.1

Other results
compound,KCNQ2 inh,OX1R FRET antag,STK33 inh
Cc1ccc(CN2CCNC(=O)C2CC(=O)N2CCN(c3ncccn3)CC2)o1 (stereo not given),i,13.3,-0.4
CCOc1ccc2nc(N(CCCN(C)C)C(=O)c3ccc(S(=O)(=O)N4CCc5ccccc5C4)cc3)sc2c1,i,15.9,-0.8
COc1ccc(C(CC(=O)Nc2ncccc2C)N2Cc3ccccc3C2=O)cc1 (stereo not given),i,-2.2,-1.6
CN(C)S(=O)(=O)c1cccc(NC(=O)COC(=O)/C=C/c2ccc([N+](=O)[O-])cc2)c1,i,17.4,-0.7
Cc1cc(S(=O)(=O)Nc2cccc(Cl)c2)c(C)s1,i,18.3,2.0
COc1ccc(C)cc1NC(=O)c1ccc([N+](=O)[O-])cc1[N+](=O)[O-],i,39.4,-2.6
Nc1ncc(Br)cc1S(=O)(=O)NCCc1ccccc1,i,10.0,0.0
CN1CCN(c2nc3c(c(=O)n(C)c(=O)n3C)n2CCSc2nnnn2-c2ccccc2)CC1,i,9.0,-1.5
CNC(=S)N1CCC(c2nc3ccccc3s2)CC1,i,26.1,3.6
CC1(C)CC(=O)C(C(c2cc([N+](=O)[O-])ccc2Cl)C2C(=O)CC(C)(C)CC2=O)C(=O)C1,i,12.9,-0.3
O=C(CSc1ccccc1)Nc1ccc2c(c1)OCO2,i,12.3,0.2
CCOc1ccc(-c2cccc(NC(=O)c3ccc(Br)o3)c2)nn1,i,16.5,-0.5
COc1cc(-c2nc(N)n[nH]2)cc(OC)c1OC,i,8.6,-2.5
COc1ccc(CCNc2ccc(C(CC(N)=O)NC(=O)c3ccc(Br)cc3)cc2[N+](=O)[O-])cc1 (stereo not given),i,8.9,-0.5
CC1(C)CC2(CC(c3ccccc3)Oc3cc(O)ccc32)NC(=O)N1 (stereo not given),i,8.1,-1.7

(listing goes on)
compound,KCNQ2 inh,OX1R FRET antag,STK33 inh
Cc1nn(Cc2ccccc2)c(C)c1NS(=O)(=O)c1ccccc1,i,6.8,-0.2
O=C(CN1C(=O)C2C3C=CC(C4CC34)C2C1=O)NCc1ccco1 (stereo not given),i,11.7,-0.3
COc1ccc([N+](=O)[O-])cc1NC(=O)c1ccc(N(Cc2ccccc2Cl)S(C)(=O)=O)cc1,i,14.2,-2.4
O=C(CCN1CCOCC1)N/N=C/c1cc([N+](=O)[O-])ccc1OC(F)F,i,39.6,1.3
Cc1ccc(NC(=O)N2CCCC2C(=O)NCc2cccs2)cc1 (stereo not given),i,15.8,-0.8
CC1=Nn2c(nc3sc4c(c3c2=O)CCCC4)SC1,i,19.1,-1.6
CCCCCCCC(=O)N/N=C(\C)c1ccc(O)cc1O,i,18.9,-0.5
CCOc1ccc(-c2nnc3ccc(SC)nn23)cc1,i,1.1,1.5
CC(C)N(Cc1nc(-c2ccc(Cl)cc2)no1)C(=O)CCC1CCCC1,-6.15*,15.9,-1.2
COC(=O)c1ccc(-c2nc(-c3cccs3)no2)cc1,x,4.5,0.9
Cc1ccccc1NC(=O)c1ccc(NC(=O)C2CCCO2)cc1 (stereo not given),i,3.5,-1.0
CCCCn1c(N)c(N(CCOC)C(=O)C(C)N2C(=O)c3ccccc3C2=O)c(=O)[nH]c1=O (stereo not given),i,1.5,-1.0
CCc1nc2oc3cc(OC)ccc3c(=O)c2c(=O)n1-c1ccccc1,i,14.6,-1.7
Cn1cccc1/C=N\NC(=O)Cc1ccc(Br)c2ccccc12,i,29.0,0.7
Cc1cccc(C(=O)c2cn[nH]c2-c2ccccc2O)c1,i,7.8,1.2

(list continues)
compound,KCNQ2 inh,OX1R FRET antag,STK33 inh
CCC1CCCCN1C(=O)COC(=O)c1cccs1 (stereo not given),x,9.6,2.7
COc1ccccc1CNC(=O)C(=O)NCCC1CCCCN1S(=O)(=O)c1ccc(C)cc1 (stereo not given),i,33.9,x
O=C(c1cccc2ccccc12)N1CCCCC1,i,1.1,0.6
CCOC(=O)c1cccc(C2=CC(=O)C[C@H](c3ccc(OC)cc3)C2)c1,x,4.2,-2.4
c1ccc(C(c2ccccc2)c2noc(CN3CCN(C4CCCC4)CC3)n2)cc1,i,6.7,0.4
O=C(Cn1c(=O)sc2ccccc21)NCc1ccccn1,i,9.2,-2.4
CCOC(=O)c1[nH]c2cc3c(cc2c1NC(=O)CN1CCN(CCO)CC1)OCO3,i,13.7,-0.2
CCOC(=O)c1cnn(-c2nc(-c3ccccc3)cs2)c1C(F)(F)F,i,47.8,1.6
CN1CC(C(=O)O)Cc2c1ccc1ccccc21 (stereo not given),i,22.5,0.1
O=C1c2ccccc2C(=O)C1c1ccccn1,i,14.9,35.0*
CCn1c(=S)sc2c(=O)n(-c3ccccc3)c(SCC(=O)NCc3ccco3)nc21,i,21.4,0.5
COCCNC(=S)N/N=C/c1ccc(N2CCOCC2)cc1,i,7.1,-0.5
CCC(Sc1ccc2nnc(-c3ccc(F)cc3)n2n1)C(=O)O (stereo not given),i,15.3,x
O=C(CCn1c(=O)[nH]c2ccccc2c1=O)N1CC=C(c2ccccc2)CC1,i,8.8,-1.4
Nn1c(SCC(=O)NCCC2=CCCCC2)nnc1C(F)(F)F,i,5.1,0.2

(continued)
compound,KCNQ2 inh,OX1R FRET antag,STK33 inh
O=C(c1ccc([N+](=O)[O-])cc1)N1CCN(Cc2ccccc2[N+](=O)[O-])CC1,i,20.0,-1.6
CCCCS(=O)(=O)N1CCCC(C(=O)NCC2CCCO2)C1 (stereo not given),i,1.3,x
CC(=O)c1ccc(OCCCC(=O)OCC(=O)Nc2ccc3[nH]c(=O)[nH]c3c2)cc1,i,8.3,-0.1
O=C(CCNS(=O)(=O)c1cccc2nonc12)NC1CCCc2ccccc21 (stereo not given),x,27.8,-3.2
CCC1=C(OC(=O)N(CC)CC)N2C(=O)OC(=NCC(=O)OC)[C@]2(Cc2ccccc2)[C@H]2C1=CC[C@H]1C(=O)N(c3ccccc3)C(=O)[C@H]12,i,17.4,0.6
CCCCn1c(NCc2cccs2)nc2ccccc21,i,20.9,-1.1
CCOC(=O)c1oc2ccccc2c1NC(=O)c1ccc(S(=O)(=O)N2CCCC2)cc1,i,6.8,-1.4
Cc1cc(=O)n2nc(N3CCCC(C(=O)NCc4cccc(Cl)c4)C3)sc2n1 (stereo not given),i,-1.3,0.9
CC1CCN(CCCCOc2ccccc2Br)CC1,i,23.4,-1.6
CCOC(=O)c1sc2nc(C)nc(SCC(=O)NC(C)CCc3ccccc3)c2c1C (stereo not given),i,3.8,0.2
O=C(NCCc1ccccn1)c1cc(-c2ccccc2Cl)nc2ccccc12,i,22.7,0.0
Cc1cc(NC(=O)c2ccccc2)ccc1NC(=O)Cc1ccccc1,i,10.0,x
O=C(CN1CCCc2ccccc21)NC(=O)NC1CCCCC1,i,-1.2,-1.3
COc1ccc(CC(=O)NC(C)c2nnc(SCC(=O)Nc3nc(C)cs3)n2C)cc1 (stereo not given),i,7.6,-2.1
Cc1c(C(=O)N2CCN(C/C=C/c3ccccc3)CC2)oc2c(F)cccc12,x,12.5,-0.1

Other entries:
compound,KCNQ2 inh,OX1R FRET antag,STK33 inh
O=C(CN1C(=O)NC2(CCCCC2)C1=O)N1CCN(S(=O)(=O)/C=C/c2ccccc2)CC1,i,23.4,-0.3
O=C(Cc1nnc(NC(=O)Nc2ccccc2F)s1)NCc1ccccc1,i,27.6,-0.5
CN1CCCCCC1=Nc1ccc([N+](=O)[O-])cc1,i,14.4,-2.2
O=C(COC(=O)c1ccc(O)cc1)Nc1ccccc1,i,-3.0,0.1
O=C(CN1C(=O)CCSc2ccc(S(=O)(=O)N3CCCC3)cc21)Nc1ccccc1,i,6.8,-1.5
O=C(CCN1C(=O)C2C3C=CC(C3)C2C1=O)NC1CCCc2ccccc21 (stereo not given),i,22.9,-1.8
O=S1(=O)CCOC[C@H](c2ccccc2)N1Cc1ccccc1,i,19.2,2.1
CC(=O)Nc1ccc2c(c1)CCC2=O,i,-5.5,-1.7
CC(Sc1nnc(-c2cccnc2)n1N)C(=O)N1CCOCC1 (stereo not given),i,26.6,-1.0
CCCN(CCC)CCCNC(=O)c1ccc(CS(=O)(=O)c2c(Cl)cccc2Cl)o1,i,4.9,-1.2
O=C(N/N=C\C=C\c1ccco1)c1cc(-c2ccc3ccccc3c2)n[nH]1,i,5.5,-0.3
COc1ccc(N(CC(=O)N2CCCCCC2)S(=O)(=O)c2c(C)[nH]c(=O)[nH]c2=O)cc1,i,2.8,0.4
COC(CNC(=O)c1cccc2c1C(=O)N(Cc1cccnc1)C2)OC,i,5.9,-0.6
O=C(O)c1cc(-c2cccnc2)nc2ccccc12,i,12.9,0.7
O=C1CC(Cc2ccccc2)C(=O)N1c1ncccn1 (stereo not given),i,7.1,-0.9

Later entries.
compound,KCNQ2 inh,OX1R FRET antag,STK33 inh
Cc1cc(S(=O)(=O)N2CCCCCC2)c(Cl)cc1Cl,i,-0.1,-0.1
CCSCCOC(=O)C1=C(C)N(C)C(=O)NC1c1ccc2c(c1)OCO2 (stereo not given),i,11.1,0.6
CN1CCN(S(=O)(=O)c2ccc(NC(=O)c3cccc(S(=O)(=O)N4CCCC4)c3)cc2)CC1,i,0.6,0.4
Cc1ccc2[nH]c3nc(NN)nnc3c2c1,i,x,-8.8
CS(=O)(=O)N1CCN(c2cccc(Cl)n2)CC1,i,10.8,-3.2
CCOc1ccc(CCNC(=O)COn2nnc3ccc(S(=O)(=O)N4CCOCC4)cc32)cc1OCC,i,10.7,-1.7
Cc1cccc(NC(=O)C[n+]2ccc(N(C)C)cc2)c1,i,15.5,0.1
COC(=O)CSc1n[nH]c(-c2cccnc2)n1,i,22.2,-0.6
O=C(COc1ccccc1Cl)NCc1nc(-c2ccccc2)no1,i,12.4,-0.3
CC1CCc2sc3ncn4nc(C(=O)NCc5ccco5)nc4c3c2C1 (stereo not given),i,6.3,0.4
CCOc1ccc(N2C(=O)S/C(=C\c3cccn3C)C2=O)cc1,i,21.6,0.6
CCOC(=O)c1c(NC(=O)C2COc3ccccc3O2)sc(C(C)=O)c1C (stereo not given),i,5.8,-2.2
COc1cc(CN2CCNC(=O)C2CC(=O)NC2CCC2)cc(OC)c1 (stereo not given),i,7.9,x
O=C(Nc1ccccc1F)c1ccc(Cn2cc(Br)cn2)cc1,i,8.1,-0.6
Cc1ccc(CSCCNC(=O)c2ccc(NS(C)(=O)=O)cc2)cc1,i,9.3,-1.8

Next part:
compound,KCNQ2 inh,OX1R FRET antag,STK33 inh
Clc1ccc(CNCCCSc2ncccn2)cc1,i,10.6,-1.9
Cc1cc(N)n2ncc(-c3cccc(Br)c3)c2n1,x,42.6*,4.2
CCN1CCN(C(=S)Nc2ccc3nc(N4CCN(C)CC4)cc(C)c3c2)CC1,i,15.0,-1.5
CCOC(CNC(=O)c1ccc(N2CCc3ccccc32)c([N+](=O)[O-])c1)OCC,i,40.8,-1.5
O=C(NNC(=O)C12CC3CC(CC(C3)C1)C2)c1ccccn1,i,23.0,0.2
COc1ccccc1CNC(=O)C1CCC(CNc2c(N3CCC(C)CC3)c(=O)c2=O)CC1 (stereo not given),i,9.7,-1.4
CC1CCCN(c2ccc(C(=O)NCc3cccs3)cn2)C1 (stereo not given),i,6.0,-1.2

Four of the compounds above, field by field.
> CCOc1ccc(N2C(=O)S/C(=C\c3cccn3C)C2=O)cc1
  KCNQ2 inh: i
  OX1R FRET antag: 21.6
  STK33 inh: 0.6
> CCOC(=O)c1c(NC(=O)C2COc3ccccc3O2)sc(C(C)=O)c1C (stereo not given)
  KCNQ2 inh: i
  OX1R FRET antag: 5.8
  STK33 inh: -2.2
> COc1cc(CN2CCNC(=O)C2CC(=O)NC2CCC2)cc(OC)c1 (stereo not given)
  KCNQ2 inh: i
  OX1R FRET antag: 7.9
  STK33 inh: x
> O=C(Nc1ccccc1F)c1ccc(Cn2cc(Br)cn2)cc1
  KCNQ2 inh: i
  OX1R FRET antag: 8.1
  STK33 inh: -0.6
